L3MBTL1 block: qHTS Assay for the Inhibitors of L3MBTL1. Lethal(3)malignant brain tumor-like protein 1 (Homo sapiens), Q9Y468. AlphaScreen L3MBTL1–H3K9me1 peptide binding. Potency, µM (doses to about 57.1 µM), for inactives: at the highest dose activity, negative = inhibition, most hits filed as inhibitors. 230,000 compounds, 0.66% hits; active means well fitted inhibition curve with a large enough effect; inconclusive means small, poorly fitted or top-dose-only effect; inactive means no such curve, though single readings can be large or run the other way; further: nearly all actives have a fitted effect of over 60% in size
Target sequence (Q9Y468 whole entry, looked up): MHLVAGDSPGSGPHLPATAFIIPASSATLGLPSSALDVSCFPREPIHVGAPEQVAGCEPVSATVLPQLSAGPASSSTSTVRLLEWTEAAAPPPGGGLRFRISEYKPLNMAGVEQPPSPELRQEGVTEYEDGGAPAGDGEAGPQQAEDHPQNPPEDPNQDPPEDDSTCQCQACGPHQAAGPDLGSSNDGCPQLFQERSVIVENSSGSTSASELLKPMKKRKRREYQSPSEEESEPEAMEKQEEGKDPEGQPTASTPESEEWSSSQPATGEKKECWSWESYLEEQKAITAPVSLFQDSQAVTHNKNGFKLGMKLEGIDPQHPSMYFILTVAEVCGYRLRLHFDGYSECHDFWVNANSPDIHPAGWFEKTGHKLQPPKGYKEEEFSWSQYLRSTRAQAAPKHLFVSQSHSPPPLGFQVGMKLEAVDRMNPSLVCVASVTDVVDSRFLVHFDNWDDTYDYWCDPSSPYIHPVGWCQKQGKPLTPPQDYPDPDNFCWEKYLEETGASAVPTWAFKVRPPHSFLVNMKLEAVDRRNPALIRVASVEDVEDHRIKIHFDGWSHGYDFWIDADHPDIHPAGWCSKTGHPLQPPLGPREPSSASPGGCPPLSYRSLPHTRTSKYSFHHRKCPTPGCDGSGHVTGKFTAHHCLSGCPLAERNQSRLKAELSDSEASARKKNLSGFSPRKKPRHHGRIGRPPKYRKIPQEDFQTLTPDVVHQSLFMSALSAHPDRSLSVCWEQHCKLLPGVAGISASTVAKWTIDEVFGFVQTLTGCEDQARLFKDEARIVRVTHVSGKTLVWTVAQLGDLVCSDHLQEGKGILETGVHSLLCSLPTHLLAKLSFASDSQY
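Displacement of a biotinylated histone H3(1-15) peptide monomethylated at Lys9 (75 nM) from L3MBTL1 (50 nM) was measured by AlphaScreen after a 30 min room-temperature compound incubation; cefsulodin titration served as intraplate control.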
* hit, by the source's call; ? = inconclusive; [ ] = another dose, or the depositor's remark. On the % scale 0 is the no-effect control and ±100 the full control effect; potency means the concentration at half of the fitted maximal effect. This is a subset (hit frequency here may not be typical).

Compound,L3MBTL1 block
CCN(CC(=O)Nc1cc(Cl)ccc1C)C(=O)CSCc1ccc(C)cc1,5%
O=C(COc1cccnc1[N+](=O)[O-])Nc1cccc(Br)c1,-9%
CCN(C(=O)N1CCOCC1)c1ccccc1,-4%
COc1ccccc1NS(=O)(=O)c1cccc(C(=O)N2CCCCCCC2)c1,-1%
NS(=O)(=O)c1cc(C(=O)OCC(=O)Nc2ccc3[nH]c(=O)[nH]c3c2)ccc1Cl,5%
Cc1ccccc1NC(=O)Cc1nc(COC(=O)Cc2ccccc2F)cs1,4%
CCS(=O)(=O)N1CCC2(CC1)OCCN2S(=O)(=O)c1ccc(C)cc1,-2%
Cc1ccc(Cn2nc(C)c(C(=O)N3CCN(S(=O)(=O)/C=C/c4ccccc4)CC3)c2C)cc1,-7%
CN(C)C1=NC[C@H](Cc2ccccc2)N1CCc1cccc(F)c1,-3%
CC1Cc2ccccc2N1C(=O)c1cc2cccnc2n(C)c1=O (stereo not drawn),10%
O=C(NNC(=O)c1nc2ccccc2[nH]1)OCc1ccccc1,2%
Nn1cnnc1N/N=C/c1ccc(F)cc1,-2%
CCCN1CCN(C(=O)Cn2nc(CC)n3c(cc4sccc43)c2=O)CC1,6%
COC(=O)c1ccc(CNC(=O)c2ccc(OCC(=O)N3CCOCC3)c(OC)c2)cc1,6%
COc1ccc(NC(=O)CN(C)C(=O)Cc2ccc(-c3ccccc3)cc2)cc1,-4%
Cn1c(=O)n(C)c2cc(NC(=O)COc3ccc(F)cc3F)ccc21,3%
CNC[C@H]1Oc2ccc(NC(=O)C3CCCCC3)cc2CC(=O)N([C@H](C)CO)C[C@@H]1C,10%
O=C(Nc1ccccc1[N+](=O)[O-])C1COc2ccccc2O1 (stereo not drawn),-22%
COc1cccc(C2=CC(=O)C[C@H](c3ccc(Cl)cc3)C2)c1OC,-3%
Cc1ccc(S(=O)(=O)n2c(C)nc3ccccc32)cc1,0%
C#CCOCCOCCOCCNc1nc(N2CCOCC2)nc(N2CCN(C(=O)[C@H](CO)n3cc([C@@H](N)C(C)C)nn3)CC2)n1,11%
N#C/C(N=Nc1ccccc1O)=N\Nc1ccccc1O,?
O=C(C[C@H]1C/C=C\CCCCC(=O)OC[C@H]2CCCN2C1=O)N[C@H](CO)Cc1ccccc1,6%
N#Cc1nc(-c2cccc3ccccc23)oc1NCC#CCOC(=O)c1cccs1,-6%
CCCCC[C@@H]1C=C(C(=O)O)[C@H](c2ccc(CC)cc2)N1S(=O)(=O)c1ccc(C)cc1,2%

Other records.
Compound,L3MBTL1 block
CC(C)(C)C(=O)N1c2ccccc2CCc2ccccc21,-9%
Cc1ccc(C(=O)Nc2ccc(N3CCN(C)CC3)cc2)c(Cl)c1,-6%
O=S1OCCN1c1ccccc1 (stereo not drawn),0%
Cc1cc(C)n(CCCNC(=O)C2CC(=O)N(Cc3ccccc3)C2)n1 (stereo not drawn),-3%
O=S(=O)(NCCc1ccccc1)c1ccc(Br)cc1,6%
O=C(NCC(=O)N1CCN(c2ccc([N+](=O)[O-])cc2)CC1)c1ccco1,-3%
O=C(NC1CCCCCC1)c1cccc(S(=O)(=O)N2CCOCC2)c1,29%
COc1ccc(C2=NS(=O)(=O)N(C)C(C(=O)Nc3ccc(OC)c(OC)c3)=C2)cc1,-12%
CC1=C(C(=O)OCc2ccccc2)C(c2ccc3ccccc3c2)NC(=O)N1CCCC(=O)O (stereo not drawn),3%
CN(C(=O)c1ccncc1)C1CCCN(Cc2ccccc2F)C1 (stereo not drawn),11%
Cc1cc2c(cc1S(=O)(=O)N(C)C1CCCCC1)OCC(=O)N2,-4%
CCOc1ccc(N(CC(=O)Nc2ccc(C)c(C)c2)S(C)(=O)=O)cc1,8%
NS(=O)(=O)OCc1ccc(C(F)(F)F)cc1,13%
CCOC(=O)C1(CCOc2ccccc2)CCN(Cc2cccc(F)c2)CC1,5%
Cc1ccc(C(=O)NC2CCCC(C)C2C)cc1S(=O)(=O)N1CCCCC1 (stereo not drawn),2%
O=C1CC[C@H](OCc2ccccc2)CCN1[C@H](CSc1ccccc1)Cc1ccccc1,-4%
O=S(=O)(c1ccc(SCCOc2ccccc2)nc1)N1CCCC1,40%[activator]
Cc1cn2c(=O)c(C(=O)N3CCN(c4ccccc4)CC3)cnc2s1,-1%
Cc1cnc(C(=O)OCC(=O)N(Cc2ccccc2)C(C)(C)C)cn1,-5%
COc1ccc(S(=O)(=O)NC2CC2)cc1Cl,6%[2.29 µM]
CC12CCCCC1NS(=O)(=O)OC2 (stereo not drawn),9%
Cc1cccc(-n2ncc3c(=O)[nH]c(SCC(=O)Nc4cc(C)on4)nc32)c1,-4%
CS(=O)(=O)N1CCN(C(=O)CCc2ccccc2)CC1,-1%
O=C(COC(=O)CCN1C(=O)C2CC=CCC2C1=O)Nc1ccc([N+](=O)[O-])cc1 (stereo not drawn),2%
CCN(C[C@H]1N[C@@](CC)(C(=O)OC)[C@H]2C(=O)N(Cc3ccccc3)C(=O)[C@@H]12)S(=O)(=O)c1ccc(-c2ccccc2)cc1,-2%

4 entries picked at random from the list so far:
Compound,L3MBTL1 block
O=S1OCCN1c1ccccc1 (stereo not drawn),0%
CCOc1ccc(N(CC(=O)Nc2ccc(C)c(C)c2)S(C)(=O)=O)cc1,8%
COc1ccc(C2=NS(=O)(=O)N(C)C(C(=O)Nc3ccc(OC)c(OC)c3)=C2)cc1,-12%
CC12CCCCC1NS(=O)(=O)OC2 (stereo not drawn),9%

For convenience, some entries already given:
Compound,L3MBTL1 block
CC(C)(C)C(=O)N1c2ccccc2CCc2ccccc21,-9%
Cc1ccc(C(=O)Nc2ccc(N3CCN(C)CC3)cc2)c(Cl)c1,-6%

New compounds follow
Compound,L3MBTL1 block
Cc1nn(CCCC(=O)NCc2ccccc2Cl)c(=O)c2nccn12,3%
Cc1ccc(NC(=O)c2cc(S(=O)(=O)N3CCOCC3)cn2C)cc1Cl,-2%
O=C(CCN1C(=O)C2CCCCC2C1=O)N1CCN(S(=O)(=O)c2cccc(F)c2)CC1 (stereo not drawn),3%
Cc1cc(NC(=O)CSc2nc(=O)n(CCN(C)C)c3c2CCCC3)no1,3%
FC(F)(F)c1ccccc1CNCc1ccncc1,-2%[2.29 µM]
C[C@H](CO)N1C[C@H](C)[C@H](CN(C)S(=O)(=O)c2cccs2)Oc2ccc(NC(=O)Nc3ccc4c(c3)OCO4)cc2CC1=O,-13%
O=C1CSC(c2ccc([N+](=O)[O-])cc2)N1Cc1ccccc1 (stereo not drawn),0%
CC(C)C[C@H]1CN=C(Nc2ccccc2)N1CCC1CCCCC1,1%
O=C(Nc1ccccc1N1CCCC1)C1CCCO1 (stereo not drawn),-5%
C=CC[C@@H](CC(=O)N(CCO)Cc1ccccc1)C(=O)N[C@H](COC(=O)[C@@H](CC=C)Cc1ccc(F)cc1)Cc1ccccc1,4%
O=C(COC(=O)C1CCN(c2ccc(C(F)(F)F)cn2)CC1)Nc1ccc(Cl)cc1,10%
Cc1ccnc(SC2CC(=O)N(c3ccc(C(C)C)cc3)C2=O)n1 (stereo not drawn),-2%
N#Cc1ccccc1OCC(=O)Nc1ccc(S(=O)(=O)N2CCOCC2)cc1,0%
COc1cccc(-c2nnc(SCC(=O)NC3CCS(=O)(=O)C3)n2C)c1 (stereo not drawn),7%
CCN(CC)CCn1c2c(c(SCC(=O)Nc3ccccc3Cl)nc1=O)CCC2,-5%
CCN(CC(=O)Nc1c(F)cccc1F)C(=O)CSc1ccccc1,0%
COc1cc(CCCN2CCNC[C@@H]2Cc2ccccc2)cc(OC)c1OC,1%
CCc1nc(SCC(=O)Nc2ccc(N(C)C)cc2)n[nH]1,-6%
Cc1cc(Cn2nc(C(=O)NCc3cccc(Br)c3)cc2-c2ccccc2)on1,2%
CCN(CC)C(=O)[C@H]1C[C@H](CC(=O)NCc2ccc(OC)c(OC)c2)C(=O)N2CCc3c([nH]c4cc(-c5ccco5)ccc34)[C@]12C,-27%
COc1ccccc1CNC(=O)[C@H](C)NC(=O)C1CCN(C(=O)[C@@H](N)Cc2ccccc2)CC1,1%
COc1ccccc1NS(=O)(=O)c1cc(NC(=O)C(C)NC(N)=O)ccc1N1CCCC1 (stereo not drawn),9%
COc1cccc(NC(=O)COC(=O)c2ccccc2SCC(=O)N2CCCC2)c1,-1%
C[C@H]1CN([C@@H](C)CO)C(=O)c2cccc(NC(=O)C3CC3)c2O[C@H]1CN(C)Cc1ccncc1,4%
CCCn1c(COc2ccccc2OC)nc2ccccc21,-6%[2.29 µM]

(further entries)
Compound,L3MBTL1 block
C[C@H](CO)N1C[C@H](C)[C@@H](CN(C)Cc2ccccc2)Oc2c(NS(=O)(=O)c3cn(C)cn3)cccc2C1=O,37%[activator]
COc1ccc(C(=O)OCCc2cc3ccccc3c(=O)o2)cc1,89%[activator]
C=CCOc1ccc(/C=C/C(=O)OCC(=O)NNC(=O)c2ccccc2F)cc1,2%
O=C(CC1C[C@H](C(=O)N2CCCCC2)[C@@]2(CCc3ccccc3)c3[nH]c4ccccc4c3CCN2C1=O)NCc1cccc(C(F)(F)F)c1 (stereo partly drawn),2%
COc1ccc2[nH]c3c(c2c1)CCN1C(=O)C(CC(=O)NCCCN(C)C)C[C@H](C(=O)N2CCCCC2)[C@@]31CCc1ccccc1 (stereo partly drawn),-7%
Cc1cc(C)c(OCC(=O)OCC(=O)NCc2cccs2)c(C)c1,5%
CCOc1ccc(S(=O)(=O)n2ccc(C)n2)cc1,-1%
CSc1ncccc1C(=O)NCC(c1cccs1)N1CCOCC1 (stereo not drawn),0%
CCOc1ccc(NC(=O)CN(C)C(=O)c2ccc(COc3ccccc3)o2)cc1OCC,-6%
CC(C)C[C@H](NC(=O)[C@@H]1Cc2c([nH]c3ccccc23)C2c3ccccc3C(=O)N21)C(=O)NCC1CCCO1 (stereo partly drawn),-2%
Cn1c(N)c(C(=O)COC(=O)/C=C/c2cccc(Br)c2)c(=O)n(C)c1=O,-3%
CC(=O)Nc1ccc(NC(=O)C(C)OC(=O)CC2CCCCC2)cc1 (stereo not drawn),0%
CCCN(CC(=O)Nc1ccccc1OC)C(=O)CCCN1C(=O)c2ccccc2C1=O,-4%
COc1ccc(/C=N/NC(=O)c2ccc(C)nc2)cc1O,-7%
Cc1cccc(C(=S)N2CCOCC2)n1,4%
CC(C(=O)c1ccc(-c2ccccc2)cc1)[n+]1cccc(C(N)=O)c1 (stereo not drawn),-3%
COc1cccc(C(c2ccccc2)N2C3CCC2CN(S(=O)(=O)c2ccc(F)cc2)CC3)c1 (stereo not drawn),-15%
CCN(CC(=O)Nc1c(F)cccc1F)C(=O)c1ccc(C(=O)c2ccccc2)cc1,-5%
O=C(COC(=O)CCC(=O)c1ccc(F)cc1)Nc1ccc(Cl)cn1,-3%
COc1ccccc1N=NC1C(=O)N(C(N)=S)N=C1C (stereo not drawn),-14%
O=C(CN1C(=O)C2CC=CCC2C1=O)Nc1nc(-c2ccc(F)cc2)cs1 (stereo not drawn),-4%
O=C1OC[C@H](Cc2ccc3c(c2)OCO3)/C1=C\c1ccc2c(c1)OCO2,-8%
CC1CN(C(=O)CCNS(=O)(=O)c2ccc(Br)cc2)CC(C)O1 (stereo not drawn),10%
COC(=O)c1ccc(NC(=O)C[n+]2ccccc2)cc1,1%
CC(C)CN1CCC(=O)N([C@H](CO)c2ccccc2)CC1,2%

Further records:
Compound,L3MBTL1 block
CCCCCN(C(=O)CCC(=O)OCCOc1cccc(C)c1)c1c(N)n(CCCC)c(=O)[nH]c1=O,6%
Cc1oc(-c2cccc(Cl)c2)nc1CS(=O)(=O)CC(=O)NCCCN1CCOCC1,-3%
CC(C)N(C(=O)[C@H]1C[C@H](CC(=O)NCC23CC4CC(CC(C4)C2)C3)C(=O)N2CCc3c([nH]c4cc(CCC(=O)N(C)C)ccc34)[C@]12C)C(C)C,-4%
COc1ccc(OCC(=O)N2CCN(S(=O)(=O)c3ccc(Cl)s3)CC2)cc1,-9%
O=C(OCc1cccc(F)c1)c1cc2ccccc2cc1O,4%[2.29 µM]
O=C(C(=O)N1CCCCCC1)c1c[nH]c2ccccc12,7%
CC(C)C(NC(=O)c1ccccc1)C(=O)OCn1nnc2ccccc2c1=O (stereo not drawn),1%
CC[C@]12c3[nH]c4ccccc4c3CCN1C(=O)C(CC(=O)NCc1cccc(C(F)(F)F)c1)C[C@@H]2C(=O)N1CCN(C(=O)C2CC2)CC1 (stereo partly drawn),-1%
CCNc1nc(NCC)n2c(SCC(=O)Nc3ccc(CC)cc3)nnc2n1,-1%
Cc1ccccc1SCC(=O)OCC(=O)NCc1ccccc1,9%
O=C(c1cccc(S(=O)(=O)Nc2ccc(F)cc2)c1)N1CCOCC1,2%
O=C(NCc1cc(C(F)(F)F)ccc1Cl)c1cccc2c1C(=O)c1ccc(Cl)cc1S2(=O)=O,-2%
Cc1c(C(=O)OCC(=O)N(C)Cc2ccccc2)oc2ccccc12,5%
COc1ccc(-c2cc(C(=O)NNC(=O)c3csc(N4CCOCC4)n3)c3ccccc3n2)cc1OC,9%
CCN1CCN(CC(=O)Nc2ccc(N(C)C)cc2)CC1,-3%
COc1ccccc1NS(=O)(=O)c1ccc(C(=O)Nc2ncccc2O)cc1,0%
